TEAD-YAP block – TEAD-YAP interaction inhibition, primary screen, TEAD-YAP interaction inhibitor project, luminescence, HEK-TIYL cells; TEAD-Gal4/YAP UAS-luciferase luminescence; inhibition, % at 9.12 µM; hit rate 1.4% among 640,000; AID 1259422, 2018; in the data active = inhibition above about 32%;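 note: 0% = median of test compound wells and 100% = reference inhibitor wells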
GPR151 ag – activators of human GPR151, primary screen, cell-based, PathHunter beta-arrestin, luminescence. PathHunter beta-arrestin GPR151 cells. activation, % at 11.2 µM. hit rate 1% among 650,000. AID 1508602, 2020; in the data active = activation above about 4.9%;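 note: 0% = median of compound wells and 100% = cells with positive control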
Target sequence (Q8TDV0 whole entry, looked up): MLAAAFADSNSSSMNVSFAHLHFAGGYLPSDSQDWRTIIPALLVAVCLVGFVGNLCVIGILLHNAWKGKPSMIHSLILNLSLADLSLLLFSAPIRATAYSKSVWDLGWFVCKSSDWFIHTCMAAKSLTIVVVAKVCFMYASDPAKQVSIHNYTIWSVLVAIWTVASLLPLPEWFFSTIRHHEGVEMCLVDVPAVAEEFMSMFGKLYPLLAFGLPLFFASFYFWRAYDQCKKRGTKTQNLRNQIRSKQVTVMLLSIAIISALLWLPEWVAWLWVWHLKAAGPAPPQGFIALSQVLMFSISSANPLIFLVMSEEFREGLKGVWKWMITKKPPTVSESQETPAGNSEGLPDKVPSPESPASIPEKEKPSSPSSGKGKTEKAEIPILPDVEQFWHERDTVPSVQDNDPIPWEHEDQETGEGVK
MITF inh – MITF inhibitors, primary screen, biochemical, AlphaScreen, human. hit rate 0.91% among 650,000. AlphaScreen MITF homodimerization, bead proximity signal. Microphthalmia-associated transcription factor (Homo sapiens), O75030. inhibition, % at 2.6 µM; in the data active = inhibition above about 50%;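 note: 0% = vehicle wells with protein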
FBW7 act – FBW7 E3 ligase activators, primary screen, biochemical, AlphaScreen, human; F-box/WD repeat-containing protein 7 (Homo sapiens), Q969H0; AlphaScreen FBW7–phospho-cyclin E peptide binding, activator screen; normalized activity (activation), % at 26.1 µM; hit rate 0.13% among 650,000; AID 1259310, 2017; in the data active = normalized activity above about 1.9%;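 note: purified mutant Fbw7 with reduced substrate affinity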
Target sequence (Q969H0 whole entry, looked up): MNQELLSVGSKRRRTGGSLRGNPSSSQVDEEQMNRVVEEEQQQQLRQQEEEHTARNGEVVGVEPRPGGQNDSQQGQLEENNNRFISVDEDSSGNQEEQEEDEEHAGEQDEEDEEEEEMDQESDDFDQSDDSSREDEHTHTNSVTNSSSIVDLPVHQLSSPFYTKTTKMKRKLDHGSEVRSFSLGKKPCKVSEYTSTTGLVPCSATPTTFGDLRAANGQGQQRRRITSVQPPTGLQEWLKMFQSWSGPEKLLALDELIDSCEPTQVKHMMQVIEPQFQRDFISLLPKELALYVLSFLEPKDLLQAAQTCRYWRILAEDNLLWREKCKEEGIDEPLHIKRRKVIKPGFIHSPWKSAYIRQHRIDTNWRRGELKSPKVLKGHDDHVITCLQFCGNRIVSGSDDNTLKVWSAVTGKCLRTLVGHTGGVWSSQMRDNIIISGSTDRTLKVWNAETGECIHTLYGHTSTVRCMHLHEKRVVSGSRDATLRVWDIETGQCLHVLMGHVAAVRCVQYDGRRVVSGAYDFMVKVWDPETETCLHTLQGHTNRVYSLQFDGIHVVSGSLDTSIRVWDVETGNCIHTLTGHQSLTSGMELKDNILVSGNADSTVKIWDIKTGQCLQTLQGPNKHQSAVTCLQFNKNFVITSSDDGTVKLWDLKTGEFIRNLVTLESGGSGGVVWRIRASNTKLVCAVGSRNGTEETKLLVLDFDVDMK
Starred values were filed as active, the others as inactive.

SMILES | TEAD-YAP block | GPR151 ag | MITF inh | FBW7 act
Cc1ccc(-c2ccc(/C=C(\NC(=O)c3ccccc3)C(=O)N3CCOCC3)o2)cc1 | 2 | -1.1 | -17 | 0.0
COc1cccc(OC)c1C(=O)N1CCN(Cc2ccc(Br)cc2)CC1 | 5 | -0.4 | 64* | 0.9
Cc1nnc(NCCCCNc2nnc(C)c3ccccc23)c2ccccc12 | 12 | 0.5 | 14 | 0.0
O=C(CNC(=O)C1CCCCC1)NNC(=O)COc1ccc(-c2ccccc2)cc1 | -5 | -0.8 | 6 | 0.8
C=C1C2(C(N)=O)CCC(C2)C1(C)CBr (centres undefined) | 5 | -1.1 | -10 | 0.4
Cn1c(CN(C(=O)CN2CCCC2)c2ccccc2)c(C#N)c2ccccc21 | 0 | 0.5 | -2 | -0.1
CCC1CCCCN1c1nc(-c2ccc([N+](=O)[O-])cc2)nc2ccccc12 (centres undefined) | 8 | 0.6 | 4 | -0.1
Cc1ccc(/C=C/C(=O)N2CCN(c3ccc(F)cc3)CC2)o1 | 9 | -1.1 | -12 | -0.2
CCc1cccc(C)c1NS(=O)(=O)c1ccc(NC(C)=O)cc1 | -4 | 0.1 | -1 | -0.1
Cc1cc(C)n(C(=O)CCCN(C)S(=O)(=O)c2ccc3c(c2)C(=O)c2ccccc2C3=O)n1 | -10 | -0.6 | 2 | -0.9
O=C(Nc1ccc(-c2nc3ccccc3[nH]2)cc1)C1CCCN(CC2CC2)C1 (centres undefined) | -19 | -0.5 | 6 | -0.1
CCn1nnc(NC(=O)C(C)Oc2ccc(Cl)cc2Cl)n1 (centres undefined) | 2 | 0.1 | 2 | 0.0
CC(=O)NS(=O)(=O)c1ccc(NC(=S)Nc2ccccc2)cc1 | 6 | 0.7 | 2 | 0.6
CS(=O)(=O)c1ccc2nc(NC(=O)c3ccccc3F)sc2c1 | -2 | -4.2 | 7 | -0.1
Cc1ccccc1OCC(=O)Nc1cc(Oc2ccccc2)cc([N+](=O)[O-])c1 | 2 | 0.1 | 3 | 0.0
Cc1ccc(S(=O)(=O)N(C)Cc2nc(-c3ccc([N+](=O)[O-])cc3)no2)cc1 | -3 | 1.4 | 0 | -0.4
CCOc1cc2c(cc1OC)C(c1ccc(F)c(F)c1)NCC2 (centres undefined) | 7 | 0.9 | 12 | 0.0
NNC(=O)CCc1cccc(S(=O)(=O)N2CCOCC2)c1 | 1 | 1.0 | 6 | 0.1
COc1cccc(NC(=O)CCC2CCN(C(=O)C3CCOC3)CC2)c1 (centres undefined) | 2 | -1.2 | 17 | 0.5
COc1cc(C2C(C(=O)Nc3nc4ccccc4s3)CCC(=O)N2c2ccc3c(c2)OCO3)cc(OC)c1OC (centres undefined) | 11 | -0.8 | 12 | -0.1
Cc1ccc(C)c(NCN2C(=O)C3C4C=CC(C4)C3C2=O)c1 (centres undefined) | 2 | -0.4 | 27 | 0.2
COc1cccc(N2CCN(Cc3nc(N)nc(Nc4ccc(C)c(C)c4)n3)CC2)c1 | -1 | -1.3 | -4 | -0.2
Cc1cc(C)c(NC(=O)CCn2nnc3ccccc32)c(C)c1 | -2 | 3.7 | 8 | 0.1
N#Cc1ccsc1NC(=O)c1ccc(Br)cc1 | -25 | -0.6 | -1 | 0.0
COc1cc(OC)cc(C(=O)N(Cc2nc(-c3ccccc3)no2)C(C)C)c1 | -15 | 0.5 | -9 | -0.1
CC1CCC(NC(=O)c2cnccn2)CC1 (centres undefined) | 6 | 1.5 | -6 | 0.4
Nc1c(C(=O)NCC(=O)O)sc2nc3c(cc12)CCCC3 | 30 | -1.0 | 11 | -0.3
O=c1oc2c(Br)cc(Br)c(O)c2s1 | -11 | 0.9 | 8 | -0.7
O=C(NCc1ccccn1)c1ccc(Cn2c(=S)[nH]c3ccccc3c2=O)cc1 | -13 | -0.8 | 8 | 0.0
CCN(Cc1ccccc1)C(=O)c1cc2c(=O)n3ccccc3nc2n1C | -34 | 0.6 | -9 | 0.1
CCOc1ccc(Nc2nc(-c3ccc(Cl)cc3)c(C)s2)cc1 | 4 | 0.0 | 15 | 0.3
COc1ccc(C)cc1NC(C)C(=O)NC(=O)NC1CCCCC1 (centres undefined) | 10 | -2.5 | 4 | 0.5
COC(=O)CCCNc1ncnc2scc(-c3ccccc3)c12 | 35* | -0.9 | -2 | -0.1
COc1ccc(C)cc1S(=O)(=O)Nc1ccc(C)c(C)c1 | 3 | -0.7 | 15 | 0.2
O=C(O)COc1ccc(C(NS(=O)(=O)c2ccccc2)C(Cl)(Cl)Cl)cc1 (centres undefined) | -7 | 3.0 | 2 | 0.2
COc1ccc(-c2nc(NCCN3CCOCC3)c3ncn(CCN4CCCC4=O)c3n2)cc1 | -6 | -1.4 | 9 | 0.0
Cc1ccc(NC(=O)C2CCN(c3nc(C)cc(C)n3)CC2)c(C)c1 | 0 | -0.4 | 9 | -0.1
COc1ccc(/C=N/NC(=O)c2ccc(Br)o2)c(C(=O)O)c1OC | -54 | 0.7 | -6 | -0.1
CC(C)(C)C(=O)Nc1nc(-c2ccc(Cl)s2)cs1 | -32 | -0.7 | -12 | 0.2
O=C(Nc1ccc(Cl)cc1)C(Cc1ccccc1)NS(=O)(=O)c1cccs1 (centres undefined) | 7 | -0.1 | -2 | 0.1
Cc1ccc(CNC(=O)Cn2c(=O)n(Cc3ccccc3)c(=O)c3ccccc32)cc1 | 4 | 0.9 | 14 | 0.0
CC1=CC2=NC(=O)/C(=C\c3ccc(Br)o3)C(=N)N2O1 | -6 | 1.1 | -3 | -0.1
CCc1ccccc1N(CC(=O)Nc1ccc(C(F)(F)F)cc1)S(C)(=O)=O | 11 | 1.5 | -8 | -0.2
CCc1c(C)c2c(C)nn(-c3ccccc3)c2[nH]c1=O | 7 | 1.2 | 8 | 0.1
Cc1sc(NC(=O)C(C)N2C(=O)c3ccccc3C2=O)nc1-c1ccccc1 (centres undefined) | 4 | 0.1 | 15 | 0.0
NNC(=O)Cn1c2ccccc2c2nc3ccccc3nc21 | -6 | -1.0 | -6 | 0.0
Clc1ccc2nc(Nc3ccc4c(c3)OCCO4)c3nncn3c2c1 | -8 | -0.2 | 3 | 0.6
OCC1CCCCN1c1nc(-c2cccs2)nc2ccccc12 (centres undefined) | 74* | 1.1 | 0 | 0.1

Part of the list above, with values under each structure.
Every second line gives: TEAD-YAP block	GPR151 ag	MITF inh	FBW7 act
CCc1c(C)c2c(C)nn(-c3ccccc3)c2[nH]c1=O
  7	1.2	8	0.1
Cc1sc(NC(=O)C(C)N2C(=O)c3ccccc3C2=O)nc1-c1ccccc1 (centres undefined)
  4	0.1	15	0.0
Cc1ccc(CNC(=O)Cn2c(=O)n(Cc3ccccc3)c(=O)c3ccccc32)cc1
  4	0.9	14	0.0
CC1=CC2=NC(=O)/C(=C\c3ccc(Br)o3)C(=N)N2O1
  -6	1.1	-3	-0.1

(continued)
SMILES | TEAD-YAP block | GPR151 ag | MITF inh | FBW7 act
O=C1CCCN1CCn1cnc2c(NCCO)nc(N3CCOCC3)nc21 | 1 | 3.6 | -1 | 0.1
COc1cc(/C=C/c2nc3ccccc3c(=O)n2CCO)ccc1O | 4 | -1.2 | -21 | 0.0
O=S(=O)(NC1CCCCCC1)c1cccc2nonc12 | 17 | -0.2 | -5 | -0.1
COc1ccc(CCNc2nc(NCCN3CCOCC3)nc3c2ncn3C2CCCCC2)cc1 | 10 | 1.5 | 3 | -0.3
O=C1CCCN1CCn1cnc2c(NCCO)nc(Nc3ccc4ncccc4c3)nc21 | 4 | -1.7 | 8 | -0.1
CCN(CC)c1ccc(/C=C2/SC(N3CCN(CCC#N)CC3)=NC2=O)cc1 | 9 | 0.2 | 14 | 0.1
COc1ccc(-c2nnc(NC(=O)C=C(C)C)s2)cc1 | -2 | 0.0 | -2 | 0.0
CC(=O)N(CCCn1ccnc1)Cc1cccc(F)c1 | -1 | 0.4 | 2 | -0.4
Nc1c(C(=O)NCCc2ccccc2)sc2nc3c(cc12)CCC3 | -67 | 1.4 | -3 | -0.1
O=C(c1cc(-c2ccco2)[nH]n1)N1CCn2c1nc1ccccc12 | -15 | -1.7 | -3 | 0.1
C#CCOc1c(I)cc(C=O)cc1OCC | 13 | -0.3 | 16 | 0.6
COc1ccc(C(=O)C2CCCN(C(=O)c3cccc(-n4nc(C)cc4C)c3)C2)cc1OC (centres undefined) | -10 | -0.1 | -5 | -0.1

At a glance, some entries already given.
SMILES | TEAD-YAP block | GPR151 ag | MITF inh | FBW7 act
Nc1c(C(=O)NCCc2ccccc2)sc2nc3c(cc12)CCC3 | -67 | 1.4 | -3 | -0.1
O=C(c1cc(-c2ccco2)[nH]n1)N1CCn2c1nc1ccccc12 | -15 | -1.7 | -3 | 0.1
C#CCOc1c(I)cc(C=O)cc1OCC | 13 | -0.3 | 16 | 0.6
COc1ccc(C(=O)C2CCCN(C(=O)c3cccc(-n4nc(C)cc4C)c3)C2)cc1OC (centres undefined) | -10 | -0.1 | -5 | -0.1

(next part)
SMILES | TEAD-YAP block | GPR151 ag | MITF inh | FBW7 act
CC(=O)C1(O)CCC2C3CCC4CC(O)CCC4(C)C3CCC21C (centres undefined) | -10 | 0.0 | -3 | -0.1
CC1(C)c2ssc(=S)c2-c2ccccc2N1C(=O)C1CC1 | -5 | 0.0 | 6 | -0.1
CCOc1cc(C2C(C#N)=C(N)Oc3n[nH]c(-c4cccc([N+](=O)[O-])c4)c32)ccc1OC (centres undefined) | -8 | 1.8 | 0 | 0.0
Cc1cc(C(=O)Nc2ccc(OCc3ccccc3)cc2)c(C)o1 | -19 | -7.4 | -10 | -0.7
CCOc1ccccc1NC(=O)Cn1c(=O)n(Cc2ccco2)c(=O)c2ccccc21 | 2 | -0.9 | 13 | -0.1
CCCOc1ccc(/C=C2\SC(=S)N(CCC(=O)O)C2=O)cc1 | 21 | -0.8 | -3 | 0.2
CCOC(=O)N1CCc2c(sc(NCc3ccncc3)c2C(=O)Nc2cc(OC)ccc2OC)C1 | -5 | -0.7 | 1 | -0.7
CC1CCN(S(=O)(=O)c2ccc(C(=O)Nc3c(C(N)=O)oc4ccccc34)cc2)CC1 | 1 | 0.1 | 10 | 0.1
COc1ccc(C2CC(C(F)(F)F)n3ncc(C(=O)Nc4ccc(Cl)c(C(F)(F)F)c4)c3N2)cc1OC (centres undefined) | -6 | 3.0 | 3 | -0.1
CN(C(=O)Cn1cnc([N+](=O)[O-])n1)C1CCCCC1 | -7 | -1.1 | -5 | -0.2
Cc1ccc(SCC(=O)Nc2nnc(CC(C)C)s2)cc1 | -3 | -0.6 | -12 | -0.1
C=CCN(c1ccc(C(=O)NCCCC)cc1)S(C)(=O)=O | 5 | -0.7 | 11 | 0.4

Rewritten as tab-separated lines: entries from further up.
mol	TEAD-YAP block	GPR151 ag	MITF inh	FBW7 act
Cc1ccc(SCC(=O)Nc2nnc(CC(C)C)s2)cc1	-3	-0.6	-12	-0.1
C=CCN(c1ccc(C(=O)NCCCC)cc1)S(C)(=O)=O	5	-0.7	11	0.4

Other structures.
SMILES | TEAD-YAP block | GPR151 ag | MITF inh | FBW7 act
CC1=C(C(=O)Nc2cc(C)ccn2)C(c2ccsc2)C2=C(CC(C)(C)CC2=O)N1 (centres undefined) | -33 | -0.8 | -6 | 0.3
CCOc1ccc(CNC(=O)c2cc(S(=O)(=O)N3CCCCC3)c[nH]2)cc1OC | -12 | 0.0 | -8 | 0.0
O=C(O)CN1C(=O)/C(=C/c2ccccc2Cl)Oc2ccccc21 | 9 | -0.4 | 5 | -0.1
NC(=O)c1nc(-c2cccs2)nc2c1[nH]c(=O)n2-c1ccc(F)cc1 | 4 | 4.8 | 8 | 0.1
COc1ccc(NC(=O)C2C3C=CC4(O3)C2C(=O)N(Cc2cccc(OC)c2)C4C(=O)NC2CCCCC2)cc1 (centres undefined) | 14 | 1.2 | 6 | 0.0
O=C(Cc1cn(-c2ccc(NCc3cccnc3)nn2)c2ccccc12)NCCN1CCOCC1 | 0 | 0.6 | 20 | -0.1
COc1cc(Br)cc(/C=N/NC(=O)CNc2ccccc2C)c1O | 25 | 5.9* | 14 | -1.0
O=C(NCc1cccc(C(F)(F)F)c1)c1ccnc(Nc2ccc(N3CCOCC3)cc2)c1 | 11 | 0.9 | -6 | 0.1
Cc1cc(NC(=O)CSc2c3c(nc4ccccc24)CCC3)no1 | 0 | 0.7 | -1 | 0.0
O=C(NCCN1CCOCC1)C1CC(=O)N(C2CCCC2)C1 (centres undefined) | 3 | 2.6 | -2 | -0.1
COCCN(CCOC)C(=O)c1c[nH]c2ccc(S(=O)(=O)N(C)c3ccc(Cl)cc3)cc2c1=O | 3 | 1.8 | -3 | 0.0
COC(=O)c1ccccc1NC(=O)N1CCOc2ccccc21 | -3 | 0.4 | -7 | -0.1
COc1ccccc1CN1CCNC(=O)C1CC(=O)NCc1cccc(C)c1 (centres undefined) | -2 | 1.1 | -12 | -0.1
CC(=O)Nc1ccc(C(=O)OCC(=O)Nc2ccc(OC(F)(F)F)cc2)cc1 | 14 | -0.5 | -1 | 0.1
CC(CCc1ccccc1)NCc1cc(NC(=O)c2ccccn2)cc(C(=O)N(C)C)c1 (centres undefined) | 1 | -0.3 | 2 | 0.0
CN(C)c1ccc(/C=C2\N=C(c3cccs3)OC2=O)cc1 | 0 | -0.1 | -3 | 0.1
CC(C)(C)c1ccc(-c2csc(NC(=O)c3cc([N+](=O)[O-])ccc3Cl)n2)cc1 | 43* | 0.4 | 3 | 0.1
CCNC(=O)c1nn(CC2CC2)c2c1CN(Cc1ccccc1)CC2 | 0 | -0.2 | -11 | 0.0
Cc1cccc(C)c1-n1c(SCc2csc3ccc(Cl)cc23)nc2c(sc(=S)n2CCc2ccccc2)c1=O | 1 | -0.4 | 1 | 0.1

From PubChem BioAssay
